Cycloheximide cs: Cycloheximide Counterscreen for Small Molecule Inhibitors of Shiga Toxin | hit rate 12% among 300,000 | cell reporter, cycloheximide protein synthesis inhibition counterscreen | AID 2314, 2010 | max response, %; in the data active = max response mostly above about 13%, no sharp cut-off; inactive = mostly below about 14%; also: read at 38.3 µM for the half of the compounds with a filed dose; 0% is about no effect
LmPK inhibitor: qHTS Assay for Inhibitors of Leishmania Mexicana Pyruvate Kinase (LmPK); purified LmPK, Kinase-Glo ATP luminescence, 1 h; Potency, µM (titrated, usually from 57.5 µM), without a hit: top-dose activity change, negative = inhibition, hits mostly inhibitors; hit rate 0.37% among 290,000; AID 1721, 2009; also: potency is read from the fitted curve at half-maximal effect; % is scaled to controls: 0 for no effect and ±100 for the full control effect
Target sequence (Q27686 whole entry, looked up): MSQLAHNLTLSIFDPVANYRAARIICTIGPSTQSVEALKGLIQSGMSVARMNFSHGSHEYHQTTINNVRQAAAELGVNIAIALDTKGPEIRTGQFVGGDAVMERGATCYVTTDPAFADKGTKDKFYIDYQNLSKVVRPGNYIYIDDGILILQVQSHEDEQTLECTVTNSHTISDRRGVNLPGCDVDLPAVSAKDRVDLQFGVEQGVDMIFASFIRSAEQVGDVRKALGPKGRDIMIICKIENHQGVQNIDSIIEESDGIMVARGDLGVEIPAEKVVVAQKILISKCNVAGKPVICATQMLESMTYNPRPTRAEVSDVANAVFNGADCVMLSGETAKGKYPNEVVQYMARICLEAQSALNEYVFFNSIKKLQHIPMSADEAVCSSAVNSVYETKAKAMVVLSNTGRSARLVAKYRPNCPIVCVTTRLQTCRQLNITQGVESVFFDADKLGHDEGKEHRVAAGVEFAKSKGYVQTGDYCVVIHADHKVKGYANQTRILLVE
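Pyruvate kinase activity monitored as ATP production (luciferase luminescence). Conditions: 0.1 nM enzyme, 0.5 mM PEP, 0.1 mM ADP, 1 h, RT; normalized against uninhibited and no-enzyme wells.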
Shiga inhibitor: A qHTS for Small Molecule Inhibitors of Shiga Toxin; hit rate 9.2% among 290,000; inhibition, % at 38.7 µM; AID 2315, 2010; Vero cells, Shiga toxin protein synthesis inhibition reporter; in the data active = inhibition mostly above about 28%, no sharp cut-off; inactive = mostly below about 43%; also: 0% is about no effect
AmpC inh no detg: qHTS Inhibitors of AmpC Beta-Lactamase (assay without detergent). P00811. AID 485341, 2010. Potency, µM (titrated, usually from 57.1 µM), for the others: at the highest dose activity change, negative = inhibition, usual class: inhibitors. hit rate 0.52% among 330,000. AmpC nitrocefin hydrolysis, absorbance 480 nm, 0.0001% Triton;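 also: potency is read from the fitted curve at half-maximal effect; plate controls were no compound for no effect and no enzyme for full effect; nearly all actives have a fitted effect of over 20% in size; some results filed as inactive show a strong effect at the top dose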
Target sequence (P00811 whole entry, looked up): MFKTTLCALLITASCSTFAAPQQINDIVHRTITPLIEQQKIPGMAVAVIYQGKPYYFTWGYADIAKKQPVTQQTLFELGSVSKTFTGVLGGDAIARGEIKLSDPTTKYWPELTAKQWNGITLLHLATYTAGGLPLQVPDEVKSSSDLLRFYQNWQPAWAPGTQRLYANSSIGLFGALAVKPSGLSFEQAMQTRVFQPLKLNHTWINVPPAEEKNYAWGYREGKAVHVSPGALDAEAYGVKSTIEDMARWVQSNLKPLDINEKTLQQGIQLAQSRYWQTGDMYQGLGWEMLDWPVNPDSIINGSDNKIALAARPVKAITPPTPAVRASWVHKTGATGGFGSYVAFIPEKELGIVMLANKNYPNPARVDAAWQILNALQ
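20 mM phosphate pH 7.0 + 0.01% (detergent screen) or 0.0001% Triton X-100; 5.3 nM AmpC reagent; cpd preinc 15 min RT; nitrocefin (800 uM stock) to start; A480 q20 s × 4 min; Activity was normalised to no-enzyme and no-compound control wells.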
Pf growth 96h: Primary qHTS for delayed death inhibitors of the malarial parasite plastid, 96 hour incubation; P. falciparum luciferase reporter growth, 96 h; hit rate 6.9% among 320,000; Potency, µM (highest dose often 28.7 µM), inactives show top-dose activity change, negative = inhibition, most hits filed as inhibitors; also: potency is read from the fitted curve at half-maximal effect; % is scaled to controls: 0 for no effect and ±100 for the full control effect
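96 h incubation, 37 C, 5% CO2, of luciferase-reporter P. falciparum-infected RBCs (2% hematocrit, 0.05% parasitemia final) with test compounds; endpoint luminescence.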
Tb PYK inh: qHTS of Trypanosoma Brucei Inhibitors | TbPYK enzyme, Kinase-Glo Plus ATP luminescence, 45 min | Potency, µM (series often up to 76.8 µM), without a hit: at the top dose activity, negative = inhibition, hits mostly inhibitors | hit rate 0.12% among 410,000 | AID 624173, 2012; also: potency is read from the fitted curve at half-maximal effect; % is scaled to controls: 0 for no effect and ±100 for the full control effect; nearly all actives have a fitted effect of over 50% in size
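Readout: single end-point luminescence (Kinase-Glo Plus, 10 min). Reaction conditions were TbPYK/substrate plus 130 uM ADP, 45 min at RT, pH 7.2 TEA buffer. No-enzyme wells served as controls, and data were normalized before concentration-response fitting.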
Pf growth 48h: Primary qHTS for delayed death inhibitors of the malarial parasite plastid, 48 hour incubation; P. falciparum luciferase growth in erythrocytes, 48 h; Potency, µM (highest dose often 28.7 µM), for inactives: top-dose activity change, negative = inhibition, most hits filed as inhibitors; hit rate 5.9% among 310,000; AID 504832, 2011; also: potency is read from the fitted curve at half-maximal effect; % is scaled to controls: 0 for no effect and ±100 for the full control effect
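Parasite viability was followed by luminescence of a genomically integrated firefly luciferase. Cultures held 0.1% parasitemia at 2% hematocrit (final), incubated under 5% CO2 at 37 C.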
An asterisk follows results filed as active; i = inactive; ? = inconclusive; · = no result given; [ ] = another dose, or the depositor's remark. Unless noted, calls follow the shape of the dose curve; as a rule, active = well fitted curve in the direction sought with a large enough effect; inconclusive = small, poorly fitted or top-dose-only effect, or another doubt; inactive = no such curve, though single readings can be large; an effect the other way counts as inactive or inconclusive.

SMILES	Cycloheximide cs	LmPK inhibitor	Shiga inhibitor	AmpC inh no detg	Pf growth 96h	Tb PYK inh	Pf growth 48h
COc1ccc(C)cc1N(C(=O)COc1ccccc1)c1nc2ccccc2s1	2	1%	15	-9%	?	5%	10µM*
Cc1c(NC(=O)Nc2ccc3c(c2)OCO3)c(=O)n(-c2ccccc2)n1C	0	1%	-10	-16%	40%[activator]	1%	18%
COc1ccccc1C(=O)c1cc2ccc(O)cc2oc1=O	20	-4%	-11	-32%	-14%	-5%	-4%
CCN1CCC(NC(=O)Nc2cc(Cl)ccc2OC)CC1	-1	0%	7	-1%	496%[activator]	-4%	26%[5.75 µM]
O=S(=O)(CCc1nc2ccccc2s1)c1ccc(Cl)cc1	-2	4%	-11	-5%	-29%	1%	·
O=C(CN(Cc1ccccc1F)C(=O)Cn1nnc(-c2cccs2)n1)NC1CCCCC1	-1	-6%	13	-26%	-9%	3%	-10%
CCC1CCCCN1CCCNC(=O)c1csc2c1CCCCC2 (centres undefined)	-11	-11%	-1	-1%	18%	6%	-17%
CC(=O)Nc1ccc(-c2csc(NC(=O)C3CCN(S(=O)(=O)c4cccs4)CC3)n2)cc1	1	2%	-12	-12%	?	-3%	2.1µM*
CCCCCCCCn1c(=O)c(C(=O)OCC)c(O)c2ccccc21	-2	6%	-21	-22%	·	4%	?
CN(CC(=O)Nc1ccc(Cl)c(Cl)c1)C(=O)C1CCCC1	·	·	·	-6%	5.2µM*	-3%	?
CC1Sc2ccc(S(=O)(=O)NCCc3ccc(S(N)(=O)=O)cc3)cc2NC1=O (centres undefined)	-4	-3%	-10	-32%	?	-2%	15%
O=C(NNS(=O)(=O)c1ccccc1)c1ccc(F)cc1	3	3%	·	-9%	3%	4%	23%
CS(=O)(=O)Nc1ccc(C(=O)Nc2ccccc2-c2ccccc2)cc1	-1	4%	·	-21%	12µM*	2%	?
Cc1c(NC(=O)C2(c3ccccc3)CCCC2)c(=O)n(-c2ccccc2)n1C	10	-3%	56	-13%	·	-14%	-1%
COc1ccc(/C=C(\NC(=O)c2ccc([N+](=O)[O-])cc2)C(=O)NCCN2CCOCC2)cc1	-4	1%	-5	3%	79%[activator]	1%	10%
COc1cc(CC(=O)Nc2cccc(C(F)(F)F)c2)cc(OC)c1OC	8	3%	-7	-1%	-24%	3%	?
COc1cccc(NC(=O)COc2ccccc2)c1	28*	-4%	·	-9%	-8%	5%	75%[activator]
Cc1cc(=O)[nH]c2nnc(SCC(=O)N3CC(C)OC(C)C3)n12 (centres undefined)	·	·	·	?	-17%	2%	3%
Cc1ccc(NS(=O)(=O)c2ccc(C(=O)OCC(=O)NCC3CCCO3)cc2)cc1 (centres undefined)	10	1%	-18	31%	-12%	-1%	6%
COc1ccc(C(=O)NC(=S)Nc2ccccc2[N+](=O)[O-])cc1OC	-1	1%	5	-8%[2.29 µM]	-7%	-3%	-2%
CCC(=O)N1CCN(c2ccc(NC(=S)NC(=O)c3cc4ccccc4o3)cc2)CC1	25	-1%	21	22%	2%	-8%	16%
Cc1cccc2cc(CN(CC3CCCO3)C(=O)c3cccnc3)c3nnnn3c12 (centres undefined)	1	-4%	-3	-6%	·	6%	?
COc1ccccc1N1CC(C)C(=O)NC1=S (centres undefined)	-4	-5%	-10	-18%	-6%	-2%	-1%
CC(=O)Nc1ccc(S(=O)(=O)N(CCc2ccccc2)CC(=O)N/N=C/c2ccc(C(=O)O)cc2)cc1	10	-2%	-8	-18%	18%	-3%	16%
Cc1ccc(-c2csc3ncnc(SCC(=O)O)c23)cc1	-1	-3%	9	-25%	75%[activator]	-9%	55%[activator]
O=C(Cn1c(=O)oc2cc(S(=O)(=O)N3CCCC3)ccc21)NC1CCCc2ccccc21 (centres undefined)	-3	2%	-2	10µM*	22%	4%	?
COc1ccccc1NC(=O)/C(=C\c1cccnc1)NC(=O)c1ccc(C)cc1	-2	-8%	-7	2%	10µM*	-13%	-8%
Nn1c(C2CCC2)nc2ccccc2c1=O	-3	-8%	-6	-27%	-7%	-1%	27%
CCCc1ccc(-c2cc(C(=O)N/N=C/c3ccc([N+](=O)[O-])o3)c3ccccc3n2)cc1	23*	3%	59	-35%	1.7µM*	1%	·
NC1=NC(c2ccc(F)cc2)n2c(nc3ccccc32)N1 (centres undefined)	-1	0%	-11	-30%	1%[5.75 µM]	4%	-11%

Entries of single compounds from above.
Record of COc1ccccc1NC(=O)/C(=C\c1cccnc1)NC(=O)c1ccc(C)cc1 → Cycloheximide cs: -2; LmPK inhibitor: -8%; Shiga inhibitor: -7; AmpC inh no detg: 2%; Pf growth 96h: 10µM*; Tb PYK inh: -13%; Pf growth 48h: -8%
Record of Cc1cccc2cc(CN(CC3CCCO3)C(=O)c3cccnc3)c3nnnn3c12 (centres undefined) → Cycloheximide cs: 1; LmPK inhibitor: -4%; Shiga inhibitor: -3; AmpC inh no detg: -6%; Pf growth 96h: ·; Tb PYK inh: 6%; Pf growth 48h: ?

The list goes on:
SMILES	Cycloheximide cs	LmPK inhibitor	Shiga inhibitor	AmpC inh no detg	Pf growth 96h	Tb PYK inh	Pf growth 48h
COc1cc(Br)c(CN2CCCN(C)CC2)cc1OC	-2	-1%	-8	1%	68%[activator]	2%	4%
COc1ccc(C2CC(=O)C3=C(C2)Nc2ncnn2C3c2ccccc2C)c(OC)c1 (centres undefined)	0	5%	-20	21%	8.3µM*	-6%	7.4µM*
CC(C)(C)NS(=O)(=O)c1ccc(NC(=O)CS(=O)(=O)Cc2ccccc2)cc1	-1	0%	-9	-30%	?	-2%	-3%
Cn1cnc2cc(NCc3cccs3)ccc21	24*	-6%	65*	-14%	10µM*	3%	52%[activator]
COc1cc(S(=O)(=O)Nc2cccc(C(=O)O)c2)c(OC)cc1Cl	-2	-2%	-12	-2%	-9%	-6%	·
COc1ccc2c(c1)c(CC(=O)Nc1cccc(S(N)(=O)=O)c1)c(C)n2C(=O)c1ccc(Cl)cc1	-3	3%	1	-49%	?	0%	?
CCN(c1ccccc1)S(=O)(=O)c1ccc(Cl)c(NC(=O)Nc2ccc(Cl)cc2C#N)c1	30*	4%	47*	-47%	-90%	-1%	?
CSc1cccc(CN2CCC(CO)(Cc3ccccc3)CC2)c1	-2	7%	5	52%	?	3%	?
Cc1cc2ccccc2n1CCNC(=O)Cc1ccccc1	-3	6%	2	-1%	?	-5%	?
COc1ccc(OC)c(NC(=O)C2CCCN(S(=O)(=O)c3cccc4nonc34)C2)c1 (centres undefined)	-1	8%	-10	-11%	?	2%	·
Cc1cc(Oc2ccc(-c3ccccc3)cc2)nc(N2CCOCC2)n1	-5	-1%	-16	-2%	?	-3%	?
O=C(O)CCCCCCCCCC(=O)c1cccs1	-1	1%	-27	-23%	?	1%	0%
CCn1c(SCC(=O)NC2CC2)nnc1-c1ccc(F)cc1	-2	-11%	-25	-3%	17%	-4%	16%
Cc1ccnc(NC(c2ccsc2)c2ccc3ccc(C)nc3c2O)c1 (centres undefined)	7	2%	21	-51%	-1%	1%	?
CCC(C)NC(=O)c1ccccc1NC(=O)/C(=C/c1ccc(OC)cc1)c1ccccc1 (centres undefined)	-3	1%	-5	-18%	12µM*	0%	?
Cc1cc(C)nc(SCC(=O)Nc2ccc(Br)cn2)n1	-2	4%	-13	1%	-34%	-7%	13%
Cc1nc2nc(SCC(=O)NCCN3CCOCC3)nn2c(C)c1Cc1ccccc1	11	3%	-7	-8%	58%[activator]	-2%	·
CCn1c(=O)n(CC)c2cc(NC(=O)c3ccccc3Cl)ccc21	-2	-1%	-3	-1%	?	5%	-8%
COc1ccccc1N1CCN(C2CC(=O)N(c3ccccc3)C2=O)CC1 (centres undefined)	0	-1%	-21	62%[activator]	?	-4%	?
Cc1ccc(C#N)c(SCCN2CCCCC2)n1	-1	2%	-1	-8%	-2%	-13%	1%
O=C1ON=C(c2ccccc2)/C1=C/c1ccco1	-3	-1%	-8	-43%	?	-25%	-3%
Fc1ccccc1COc1ccc(-c2nnn(Cc3ccccc3F)n2)cc1	-1	11%	13	-22%	·	-4%	·
O=C(Cn1ccc2cc(S(=O)(=O)N3CCCC3)ccc21)NCc1ccco1	-1	4%	3	-18%	?	1%	15%
CC(C)c1ccc(NC(=S)NNC(=O)c2cccs2)cc1	42*	-1%	72*	-41%	-11%[1.15 µM]	0%	20%
Cc1ccnc(NC(=O)c2ccccc2NC(=O)c2ccc(Cl)cc2Cl)c1	2	2%	4	-17%	-107%	2%	?
O=C(C1CC(c2ccccc2O)=NO1)N1CCCC1 (centres undefined)	38*	-14%	78*	-13%	24%	2%	56%[activator]
CCS(=O)(=O)N1CCC(C(=O)NCc2ccc(F)cc2Cl)CC1	-4	3%	-15	-1%	?	7%	1%
CCN(CC)S(=O)(=O)c1cc(NC(=O)COC(=O)c2ccc(NC(=O)CC#N)cc2)ccc1C	5	-1%	-1	7.9µM*	?	2%	1%
CC12C=CC3(O1)C(C(=O)N1CCCOC13)C2C(=O)O (centres undefined)	10	4%	-1	-12%	15%	0%	59%
Cc1ccc(C(=O)NN(CCC(=O)NC(C)(C)C)C2=NS(=O)(=O)c3ccccc32)cc1	-1	-3%	-11	-21%	5.9µM*	-1%	-9%
O=C(CCS(=O)(=O)c1ccccc1)Nc1ccccc1F	14	1%	37	0%	233%[activator]	4%	29%
CCCOC(=O)Cn1cnc2scc(-c3ccc(C)cc3)c2c1=O	-5	0%	-13	3%	?	4%	13%
CC(=O)N=C1SC2CS(=O)(=O)CC2N1c1ccccc1Cl (centres undefined)	-1	12%	-2	-18%	10%	7%	·
O=C(NCCN1CCc2ccccc2C1)Nc1ccc(F)cc1	1	1%	1	-26%	-2%	-4%	-15%
CCCS(=O)(=O)N1CCCC(c2nc(-c3ccc(OC)cc3)no2)C1 (centres undefined)	17	-2%	12	45%	?	-1%	·
COc1ccccc1NC(=O)Cn1nnc(-c2ccccc2NS(=O)(=O)c2ccccc2)n1	8	-1%	-6	-30%	-22%	1%	?
CN(Cc1ccc2ccccc2c1)C(=O)c1ccc(C(F)(F)F)cc1	-4	0%	28	14%	10%	1%	18%
CCc1nnc(NC(=O)C2Cc3ccccc3CN2S(=O)(=O)CC)s1 (centres undefined)	20	6%	20	-4%	45%[activator]	-18%	8%
O=C(O)c1cccc(-c2ccc(/C=c3/sc4nc5ccccc5n4c3=O)o2)c1	44*	11%	70*	-30%	30%[activator]	-11%	66%[activator]
O=C(NCc1ccccc1Cl)C1CCCN(c2nc3ccsc3c(=O)s2)C1 (centres undefined)	-1	7%	-10	-19%	i	·	256%[activator]

Source: PubChem (National Center for Advancing Translational Sciences (NCATS))
